Source: PubChem
EBV gp42 inh: blocks Epstein-Barr virus glycoprotein 42 binding; Q1HVG2; 0.42% of 220,000 active; inhibition, % (tested at 21.74 µM); AID 1085; Fluorescence polarization binding assay, mP read-out; in the data active = inhibition above about 50%
Calpain2 inh: inhibitors of pig calpain II | purified calpain II, fluorogenic peptide substrate, 30 min | inhibition, % at 16 µM | 0.37% of 220,000 active | AID 1236;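 active = inhibition above about 50%, limit read from the data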
MDM2 E3 inh: blocks human Mdm2 ubiquitin ligase activity; Q00987; cell-based MDM2 ubiquitination luciferase reporter, 2 h; 0 = plate control, 100 = twice control, blank-subtracted; signal enhancement, % at 5 µM; 0.11% of 210,000 active;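 active = signal enhancement of 30% or more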;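 also: luminescence tracks abundance of the self-degrading MDM2-luciferase fusion protein; higher signal means inhibition of MDM2 E3 ligase activity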
Target sequence (Q00987 whole entry, looked up, the tested form may be a part): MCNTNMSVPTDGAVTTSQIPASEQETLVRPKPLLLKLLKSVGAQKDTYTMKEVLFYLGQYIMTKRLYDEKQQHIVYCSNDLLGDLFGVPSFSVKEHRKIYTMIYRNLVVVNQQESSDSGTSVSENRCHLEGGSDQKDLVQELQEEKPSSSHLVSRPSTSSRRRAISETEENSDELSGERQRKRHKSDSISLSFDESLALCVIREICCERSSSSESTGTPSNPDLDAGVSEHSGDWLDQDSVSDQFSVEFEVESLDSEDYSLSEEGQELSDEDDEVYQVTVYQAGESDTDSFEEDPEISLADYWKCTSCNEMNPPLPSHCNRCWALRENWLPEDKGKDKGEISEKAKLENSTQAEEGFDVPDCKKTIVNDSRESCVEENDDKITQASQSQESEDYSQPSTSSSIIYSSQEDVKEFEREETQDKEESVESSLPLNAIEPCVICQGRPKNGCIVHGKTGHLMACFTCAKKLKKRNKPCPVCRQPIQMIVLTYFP
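Assay system: mammalian cells stably expressing self-ubiquitinating, self-degrading MDM2 E3–luciferase fusion. Quantity: 2000 cells in each well. Medium: DMEM culture medium. Compound dosing: single-point 5 µM. Timing: cell settling 4 h, compound treatment 2 h, both 37 °C. Technique: luciferase luminescence. Read-out basis: percent signal gain over controls, blank-subtracted. Benchmarks: plate controls and plate blanks.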
zVAD death inh: blocks zVAD induced death of L929 cells; L929 zVAD necroptosis rescue, ATP luminescence, 24 h; with zVAD 60 µM; viability rescue, % at 10 µM; 0.38% of 220,000 active;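 active = activation, scaled between plate controls, above about 75%, limit read from the data; inactive = activation under that limit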;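 also: 0% = zVAD with DMSO and 100% = DMSO alone without zVAD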
Rad51 HR inh: blocks human Rad51 in homologous recombination; inhibition, % at 10 µM; hRad51 DNA strand exchange, fluorescence dequenching; Q06609; 0.085% of 200,000 active;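 active = inhibition above 40% at the single screening dose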;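 also: 0% = DMSO control wells and 100% = blanks with heterologous ssDNA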
Target sequence (Q06609 whole entry, looked up): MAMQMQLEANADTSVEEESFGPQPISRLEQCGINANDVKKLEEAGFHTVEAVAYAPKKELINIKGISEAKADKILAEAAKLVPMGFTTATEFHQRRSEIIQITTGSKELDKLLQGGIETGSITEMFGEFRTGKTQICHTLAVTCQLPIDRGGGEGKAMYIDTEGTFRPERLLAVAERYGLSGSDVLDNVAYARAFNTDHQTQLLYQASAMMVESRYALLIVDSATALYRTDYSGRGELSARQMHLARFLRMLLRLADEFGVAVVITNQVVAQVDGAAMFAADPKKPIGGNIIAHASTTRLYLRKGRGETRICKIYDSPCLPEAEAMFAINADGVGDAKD
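material = hRad51 filaments on single-stranded DNA | timing = filaments 15 min 37 °C, then compound 30 min | signal = FRET fluorescence dequenching, excitation 485 nm, emission 520 nm | benchmarks = control wells and blank wells on each plate | evaluation = percent inhibition relative to plate controls and blanks | compound = 10 µM final, single point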
TNF necrop inh: blocks TNF-alpha induced death of Jurkat FADD-/- cells. Jurkat FADD-/- TNF necroptosis rescue, ATP luminescence, 24 h; 0 = TNF only, 100 = no-TNF cells. activation (protection from cell death), % at 10 µM. 0.068% of 220,000 active;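 active = activation, meaning protection from cell death, of at least 50% relative to plate controls; inactive = activation below 50%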;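 also: necroptosis triggered by 40 ng/mL TNF-alpha added together with compound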
eIF4E-4G inh: eIF4E/eIF4G interaction inhibition in translation initiation; P63073+Q04637; TR-FRET eIF4E-eIF4GI(517-606) binding, 2 h; inhibition, % at 21.7 µM; 0.37% of 220,000 active; AID 782;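 active = inhibition above about 30%, limit read from the data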;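 also: 0% = full FRET control wells and 100% = background wells lacking eIF4GI fragment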
PERK inh: blocks human PERK kinase | Q9NZJ5 | CHO PERK-DD fusion, SEAP luminescence translation reporter | inhibition, % at 5.6 µM | 0.17% of 220,000 active | AID 1416;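 active = inhibition above the mean inhibition of all tested compounds plus 3 SD, set separately per screening campaign, cut at about 2.9% in these data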;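 also: PERK kinase domain activated by AP20187 dimerizer at 100 nM; 0% = DMSO with dimerizer and 100% = rapamycin at 8.4 µM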
Cl transport mod: modulators of human KCC2 chloride dependent transport | KCC2 cells, thallium flux FluoZin-2 fluorescence | B-score of Tl+ flux slope (higher = more flux/activation; lower = inhibition) at 10 µM | Q9H2X9 | 2.2% of 190,000 active;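 active = thallium flux slope and its plate-corrected score both differing from the plate sample mean at a set confidence after two filtering rounds, in either direction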;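 also: slope of fluorescence scaled to starting intensity during 10 to 20 s after thallium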
Numbers without * were called inactive; i = inactive; . = not tested or not shown; [ ] = another dose, or the depositor's remark. The list is partial; rates above refer to the full screens.

Results follow in this order: EBV gp42 inh	Calpain2 inh	MDM2 E3 inh	zVAD death inh	Rad51 HR inh	TNF necrop inh	eIF4E-4G inh	PERK inh	Cl transport mod
- Cn1c(O)c(C(=O)c2ccccc2Cl)c(=O)n(C)c1=O
 : -19.6	-17.6	-0.9	0.0	-6.5	0.1	3.9	0.6	-0.286
- COc1ccc(N2C(=O)NC(=O)/C(=C/c3ccc4c(c3)Cc3ccccc3-4)C2=O)cc1
 : 0.5	11.7	-6.2	-0.9	13.8	-2.2	7.6	1.2	-0.945
- OC(c1ccc(F)cc1)(c1ccc(F)cc1)[C@@H]1CCCN1
 : -2.9	32.3	-22.4	1.5	0.1	4.8	-7.7	-0.6	1.26
- CCCCN1C(=O)/C(=C\c2ccco2)C(=O)N(CCc2ccccc2)C1=O
 : -10.3	-64.7	-14.9	0.1	-6.3	-0.9	14.9	0.7	0.0327
- CCN(CC)C(=O)c1ccc2c(c1)C1C(Cl)C(Sc3ccccc3[N+](=O)[O-])CC1C(C(=O)O)N2 (configuration not stated)
 : 2.4	13.0	-3.0	0.2	-0.6	-8.1	7.3	0.1	-0.742
- CCCCn1c(N)c(C(=O)OCC2CCCO2)c2nc3ccccc3nc21 (configuration not stated)
 : 22.2	i	-4.7	3.0	-3.5	-2.2	7.2	-2.2	-0.0358
- COC(=O)[C@@]1(Cc2ccc(F)cc2)[C@H]2c3cc(C(=O)N(C)C)[nH]c3C[C@H]2CN1C(=O)c1ccccc1
 : -6.6	-9.0	.	-0.8	-2.6	-4.0	1.0	-0.7	-0.764
- O=C1NC(c2cc3ccccc3nc2Cl)Nc2ccccc21 (configuration not stated)
 : 5.0	19.3	4.9	0.2	.	0.7	0.5	-0.7	0.718
- CC1(c2ccccc2)NCCN2C(=O)CSC21 (configuration not stated)
 : -5.4	7.2	1.7	-0.4	-1.9	0.8	6.0[fluorescence artefact?]	0.0	-2.26
- Oc1cc2c(cc1CN1CCN(c3ccccc3)CC1)CCC2
 : -11.5	-0.9	-12.6	0.1	-2.6	1.2	0.5	-0.2	0.452
- O=C(Cn1cnc2sc3c(c2c1=O)CCCC3)NCCC(=O)N1CCC2(CC1)OCCO2
 : 1.7	26.0	0.5	0.6	-1.4	-0.4	1.6	-0.7	.
- Nc1c(C(=O)OCC2CCCO2)c2nc3ccccc3nc2n1Cc1cccs1 (configuration not stated)
 : -3.1	i	-12.5	0.7	-11.3	-5.6	0.6	-0.9	0.274
- CCN1CCN(c2nc3ccccc3s2)CC1
 : -5.0	-2.8	-14.6	-0.1	-1.7	-0.2	-3.9[fluorescence artefact?]	1.6	0.35
- O=C(N/N=C/c1c(O)n(CCC2=CCCCC2)c(=S)[nH]c1=O)c1ccccc1
 : -19.7	-68.8	-2.0	3.4	-13.1	1.0	5.4	1.0	-0.703
- Cn1c(O)c(N=Nc2ccc(S(=O)(=O)N3CCOCC3)cc2)c(=O)n(C)c1=O
 : -5.7	3.2	-11.4	0.2	7.0	-1.7	-6.4[fluorescence artefact?]	0.6	0.114
- CC(C)Nc1nc(Cl)nc(NC(C)C)n1
 : -12.8	2.8	-4.8	1.2	.	1.0	-0.1	1.0	1.58
- O=c1c2ccccc2nc(-c2ccccc2)n1-c1cccnc1
 : -14.6	3.5	-31.6	-0.3	-3.5	-1.2	2.9	0.4	-0.292
- CCc1c(C)nc(N)nc1N1N=C1SC(C(C)=O)C(C)=O
 : -30.5	9.4	-6.9	-2.2	-2.8	0.0	2.1	1.6	0.342
- CCCCn1c(O)c(/C=N/N2CCOCC2)c(=O)[nH]c1=S
 : -11.3	-7.1	-12.7	-0.1	9.0	-3.6	4.9	0.1	0.121
- COc1ccc(CCn2c(O)c(C=NCc3ccc4c(c3)OCO4)c(=O)[nH]c2=O)cc1OC
 : -30.2	-29.9	-11.8	0.3	1.6	-9.2	0.2	-0.4	0.158
- CC(C)c1ccc(-n2c(O)c(/C=N/N3CCOCC3)c(=O)[nH]c2=S)cc1
 : -16.1	6.4	-5.4	0.5	0.8	-4.9	2.4	0.2	-1.2
- CN(Cc1c[nH]c2ccccc12)C1CCCCC1
 : -10.8	-2.2	-15.7	.	.	-21.8	5.1	1.6	0.676
- Cc1ccc(C(=O)N/C(=C\Cl)P(=O)(c2ccccc2)c2ccccc2)cc1
 : 2.0	-0.1	6.0	-0.5	.	0.3	-6.0	0.0	0.00207
- Clc1ccc(CSC(Cn2ccnc2)c2ccc(Cl)cc2Cl)cc1 (configuration not stated)
 : 4.0	33.4	.	0.0	-0.6	-4.0	0.7	-0.2	0.124
- O=[N+]([O-])c1ccc(C2C3C(c4ccccc4)=NC4(CCCCC4)N32)cc1 (configuration not stated)
 : -7.0	12.1	0.0	0.3	-0.9	-0.3	8.7	1.2	0.572
- COc1cccc(CCNCc2c(F)cccc2F)c1
 : -2.2	-22.1	-3.0	2.5	4.1	1.4	7.6	1.0	0.79
- CCCCCn1c(=O)c(C(=O)NCc2ccccn2)c(O)c2ccccc21
 : -15.8	-13.9	-8.4	2.5	-2.8	-2.0	-3.4	-0.6	.
- O=c1c2ccccc2nc(CN2CCOCC2)n1-c1ccccc1F
 : -23.2	-23.0	-14.9	-0.3	-3.5	-1.6	2.9	0.1	1.27
- N=c1sc2c(n1Cc1ccccc1)CCCC2
 : -18.1	-10.8	-17.6	-0.4	7.5	-0.2	0.2[fluorescence artefact?]	-0.3	-0.601
- O=C(c1cccs1)c1cn(Cc2ccccc2Cl)c2ccccc12
 : -4.7	-12.1	-11.2	0.3	-4.6	-0.6	-5.1	-0.8	0.0305

Sorted by count of non-hydrogen atoms (falling): part of the list above.
Results follow in this order: EBV gp42 inh	Calpain2 inh	MDM2 E3 inh	zVAD death inh	Rad51 HR inh	TNF necrop inh	eIF4E-4G inh	PERK inh	Cl transport mod
- COc1ccc(CCn2c(O)c(C=NCc3ccc4c(c3)OCO4)c(=O)[nH]c2=O)cc1OC
 : -30.2	-29.9	-11.8	0.3	1.6	-9.2	0.2	-0.4	0.158
- O=[N+]([O-])c1ccc(C2C3C(c4ccccc4)=NC4(CCCCC4)N32)cc1 (configuration not stated)
 : -7.0	12.1	0.0	0.3	-0.9	-0.3	8.7	1.2	0.572
- O=c1c2ccccc2nc(CN2CCOCC2)n1-c1ccccc1F
 : -23.2	-23.0	-14.9	-0.3	-3.5	-1.6	2.9	0.1	1.27
- COc1cccc(CCNCc2c(F)cccc2F)c1
 : -2.2	-22.1	-3.0	2.5	4.1	1.4	7.6	1.0	0.79

Carrying on:
Results follow in this order: EBV gp42 inh	Calpain2 inh	MDM2 E3 inh	zVAD death inh	Rad51 HR inh	TNF necrop inh	eIF4E-4G inh	PERK inh	Cl transport mod
- CCOP(=O)(OCC)C(NC(=O)NC)C(N)=O (configuration not stated)
 : 7.9	14.0	-10.7	-0.6	-1.1	1.0	-5.1	-0.7	1.11
- CCCCC(=O)N/N=C/c1c(O)n(Cc2ccco2)c(=O)[nH]c1=O
 : -10.8	4.5	-4.7	0.6	-14.7	-0.4	-0.3[fluorescence artefact?]	0.9	-0.412
- CCC(=NCc1cccnc1)c1c(O)n(-c2ccccc2)c(=O)[nH]c1=O
 : -15.7	12.3	-2.1	0.3	19.2	1.4	32.1*	0.3	0.224
- CCOc1ccc(-n2c(O)c(C=Nc3ccc(NC(C)=O)cc3)c(=O)[nH]c2=O)cc1
 : -26.7	-1.1	-2.2	1.6	-0.4	4.2	0.9	0.8	i
- CCCC(=O)NC(Oc1ccc(Cl)cc1Cl)C(Cl)(Cl)Cl (configuration not stated)
 : -17.7	12.8	1.9	-0.1	.	-2.5	11.0	0.6	0.833
- O=CC(Cl)P(=O)(N1CCOCC1)N1CCOCC1 (configuration not stated)
 : -8.9	-30.6	8.6	-0.3	7.0	2.4	-0.3	0.7	0.1
- COc1ccccc1N=Nc1c(O)[nH]c(=S)[nH]c1=O
 : -123.2	-6.6	-11.2	8.6	-122.0	-5.7	-4.2	-0.5	.
- CSc1ncc(Cl)c(C(=O)O)n1
 : 1.0	-7.9	4.0	0.3	1.0	-1.2	-1.6	2.0	-0.223
- CC1(C)C2([N+](=O)[O-])CNCC1([N+](=O)[O-])CNC2
 : -17.1	-6.3	8.4	0.4	0.6	0.4	0.0	0.8	-0.52
- Nc1ccccc1-[n+]1c(-c2ccccc2)cc(-c2ccccc2)cc1-c1ccccc1
 : -12.2	15.0	-26.3	0.8	-15.7	-0.2	9.4	1.2	-0.607
- CC(=O)OC1N=C(c2ccccc2)c2cc(Br)ccc2NC1=O (configuration not stated)
 : -17.2	-1.4	-21.2	0.0	2.1	-0.9	-8.0	0.8	0.602
- CCC(=NCCc1ccccc1)c1c(O)[nH]c(=O)[nH]c1=O
 : -4.1	-19.2	3.2	-0.1	.	-4.2	-2.2	-0.9	0.477
- CC(C)Oc1cccc(C(=O)C2CCCN(C3CCOCC3)C2)c1 (configuration not stated)
 : -11.0	-36.3	-3.3	1.9	-2.1	0.2	1.8	0.2	-0.624
- COC(=O)c1c(N)n(Cc2ccc(OC)cc2)c2nc3ccccc3nc12
 : -0.7	i	-7.0	1.2	5.2	-0.5	19.7	-0.5	-0.0363
- COc1ccccc1N1CCN(Cc2cnc(-c3ccccc3)[nH]2)CC1
 : -3.7	13.7	-8.2	0.3	15.2	4.6	3.3	-0.7	0.783
- O=C(c1cccnc1)C1CCCN(Cc2nc(-c3cnccn3)no2)C1 (configuration not stated)
 : -2.5	3.9	-14.1	-0.6	-6.7	0.8	-5.0	0.5	-0.548
- Nc1ccc([As](=O)(O)O)cc1
 : -4.4	4.2	.	1.0	5.1	2.2	-0.7	2.8	0.889
- OC1(CN2CCOCC2)C2CC3CC(C2)CC1C3 (configuration not stated)
 : -22.1	-10.1	1.2	2.6	5.0	0.9	-0.8[fluorescence artefact?]	1.1	.
- Fc1ccc(Cn2nnnc2C(c2ccc(F)cc2)N2CC=C(c3ccc(F)cc3)CC2)cc1 (configuration not stated)
 : -22.2	10.0	-19.6	1.1	3.3	3.4	3.7	1.1	-0.15
- CC(C)C12CN3CCN(CC(C3)/C1=N\O)C2
 : -12.4	-25.3	-6.9	1.6	0.8	2.1	-11.0	-0.4	.
